# TEAD-YAP inh: TEAD-YAP interaction inhibition | hit rate 1.4% among 640,000 | HEK-TIYL cells, TEAD-Gal4/YAP UAS-luciferase luminescence | inhibition, % at 9.12 µM; in the data active = inhibition above about 32%;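 note: 0% = median of test compound wells and 100% = reference inhibitor wells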
# GPR151 ag: human GPR151 activation; Q8TDV0; PathHunter beta-arrestin GPR151 cells, luminescence; activation, % at 11.2 µM; hit rate 1% among 650,000; AID 1508602; in the data active = activation above about 4.9%;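 note: 0% = median of compound wells and 100% = cells with positive control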
# Target sequence (Q8TDV0 whole entry, looked up): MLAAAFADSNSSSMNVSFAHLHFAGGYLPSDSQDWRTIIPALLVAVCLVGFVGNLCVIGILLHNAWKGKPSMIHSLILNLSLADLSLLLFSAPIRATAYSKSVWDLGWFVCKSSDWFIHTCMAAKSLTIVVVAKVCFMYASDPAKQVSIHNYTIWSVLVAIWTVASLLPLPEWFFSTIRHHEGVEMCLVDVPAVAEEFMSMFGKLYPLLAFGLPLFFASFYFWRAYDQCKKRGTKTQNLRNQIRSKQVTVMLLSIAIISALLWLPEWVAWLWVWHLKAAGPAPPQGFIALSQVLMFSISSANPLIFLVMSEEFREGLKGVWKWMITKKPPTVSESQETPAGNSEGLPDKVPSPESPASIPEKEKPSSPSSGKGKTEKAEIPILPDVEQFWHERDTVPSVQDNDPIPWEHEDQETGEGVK
# MITF primary: human MITF inhibition, primary screen; hit rate 0.91% among 650,000; O75030; inhibition, % at 2.6 µM; AlphaScreen MITF homodimerization, bead proximity signal; AID 1259374; in the data active = inhibition above about 50%;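 note: 0% = vehicle wells with protein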
# Target sequence (O75030 whole entry, looked up): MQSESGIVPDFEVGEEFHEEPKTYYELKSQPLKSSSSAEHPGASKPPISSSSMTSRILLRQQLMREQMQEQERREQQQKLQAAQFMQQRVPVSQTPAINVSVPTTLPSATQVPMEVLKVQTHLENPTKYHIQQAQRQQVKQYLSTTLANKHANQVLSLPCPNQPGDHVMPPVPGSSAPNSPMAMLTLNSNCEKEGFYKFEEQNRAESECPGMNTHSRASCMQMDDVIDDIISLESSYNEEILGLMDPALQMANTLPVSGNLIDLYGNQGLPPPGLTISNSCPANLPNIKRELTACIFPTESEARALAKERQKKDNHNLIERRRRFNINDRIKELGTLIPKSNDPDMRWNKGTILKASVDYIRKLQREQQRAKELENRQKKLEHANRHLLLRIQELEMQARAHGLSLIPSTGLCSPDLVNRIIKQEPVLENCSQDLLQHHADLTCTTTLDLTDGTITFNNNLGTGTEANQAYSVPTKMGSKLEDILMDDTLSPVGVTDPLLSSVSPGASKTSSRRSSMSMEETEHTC
# FBW7 activator: human FBW7 E3 ligase activation, primary screen; hit rate 0.13% among 650,000; normalized activity (activation), % at 26.1 µM; AlphaScreen FBW7–phospho-cyclin E peptide binding, activator screen; in the data active = normalized activity above about 1.9%;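 note: purified mutant Fbw7 with reduced substrate affinity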
# Starred values were filed as active, the others as inactive; & = joins results of further samples.
SMILES,TEAD-YAP inh,GPR151 ag,MITF primary,FBW7 activator
CCCNc1c(N2CCCC(C(=O)OCC)C2)c(=O)c1=O (configuration not stated),-3,1.8,-9,-0.1
COc1cc(C)nc(N2CCN(c3ccccn3)CC2)n1,-7,2.0,0,-0.1
CN1C(=O)NC(=O)/C(=C\c2ccc(N3CCCC3)cc2)C1=O,10,2.4,12,-0.4
Cc1cc(C)nc(Oc2cccnc2CN(C)c2ccccc2)n1,3,0.5,12,0.2
CCN(CC)C(=O)C1CCCN(c2nc(Nc3cc(OC)c(OC)c(OC)c3)c3ncn(-c4ccsc4)c3n2)C1 (configuration not stated),12,0.5,13,-0.2
COc1ccc(S(=O)(=O)Nc2ccc(N3CCCCC3=O)cc2)cc1,-8,-0.2,3,0.0
Cc1cc(=O)[nH]c(N/N=C/c2ccc(O)c(O)c2O)n1,-9,2.1,100*,-1.3
COCCNc1cc(-c2cncc(-c3ccc(C)cc3)c2)nc(C)n1,-1,-0.5,3,-0.2
Cc1nc(N2CCCC2)c2c3c(sc2n1)CCC3,-11,-1.1,-9,0.0
Fc1ccc(N2CCN(Cc3nnnn3C3CCCCC3)CC2)cc1,4,0.9,0,0.1
COC(=O)C1=C(C)NC(=O)CC1c1cc(Br)ccc1F (configuration not stated),-92,0.1,3,-0.2
N#CC1=C(N)Oc2n[nH]c(-c3ccccc3)c2C1c1ccccc1OC(=O)c1cccc([N+](=O)[O-])c1 (configuration not stated),0,0.3,12,0.1
N#C/C(=C\c1ccccc1OCc1ccccc1)C(=O)NC(N)=O,3,-0.3,-3,0.0
O=C(NCCCCNC(=O)OCCF)OCCF,2,-1.1,-3,0.1
COc1ccc(CC2(CCC(=O)N(C)Cc3n[nH]c(=O)[nH]3)CCC(=O)N2)c2ccccc12 (configuration not stated),5,-0.1,20,-0.1
Clc1cc(NCCOc2ccccc2)ncn1,14,1.4,-15,0.2
CN1C(=O)C(=Cc2ccc(OCC(=O)O)cc2)C(=O)N(C)C1=S,9,-0.7,14,-0.1
COC(=O)c1sc(NC(=O)c2ccccc2Cl)nc1C,-43,-8.1,-16,-0.1
COc1ccc(S(=O)(=O)N(Cc2nc3ccccc3c(=O)[nH]2)C2CCCC2)cc1,-10,0.0,-4,-0.2
O=C(O)C(Cc1ccccc1)NS(=O)(=O)c1ccc([N+](=O)[O-])cc1Cl (configuration not stated),10,-0.1,4,-0.1
COc1ccc(NC(=S)N2CCc3cc(OC)c(OC)cc3C2COc2ccccc2OC)cc1 (configuration not stated),4,-0.3,11,0.1
CC(=O)Nc1ccc(S(=O)(=O)N2CCN(CC3CC4C=CC3C4)CC2)cc1 (configuration not stated),-3,0.3,51*,0.0
COC(=O)c1cccc(/C=C/N(C)C)c1[N+](=O)[O-],-4,-0.3,2,-0.2
CCC1CN(CCC(=O)NCCC2COc3ccccc3O2)Cc2cc(OC)ccc2O1 (configuration not stated),-5,0.9,12,0.2
Oc1cccc(Nc2nc(-c3ccc(F)cc3F)cs2)c1,-30,0.7,16,0.2

# Remaining list, next part:
SMILES,TEAD-YAP inh,GPR151 ag,MITF primary,FBW7 activator
O=C(CSc1nc(-c2ccccc2)ns1)c1ccc(Cl)cc1,-20,-1.8,-13,0.0
O=C(CCN1C(=O)c2ccccc2C1=O)Nc1ccc(I)cc1,2,-0.8,17,0.8
O=C(NCc1ccco1)c1cc([N+](=O)[O-])ccc1Cl,16,0.0,17,0.2
O=Cc1ccc(OCC(O)C[n+]2ccccc2)cc1 (configuration not stated),-1,0.9,8,0.1
CCOc1ccccc1N1CCN(CC(=O)Nc2nnc(CC)s2)CC1,-2,0.7,15,0.0
CC1=C(C(=O)OCCc2ccccc2)C(c2ccc(O)cc2)C2=C(CC(c3ccc(Cl)cc3)CC2=O)N1 (configuration not stated),-3,-1.4,2,0.6
CCOc1cc(CO)cc([N+](=O)[O-])c1O,0,-0.4,6,-0.1
CSCCNc1nc2nonc2nc1NC1CCCC1,-8,-0.4,8,0.0
CCCc1cc(=O)[nH]c2nnc(SCC(=O)N3CC(C)OC(C)C3)n12 (configuration not stated),-4,-1.3,-9,-0.1
CCc1ccc2c(c1)C(=O)C(=O)N2CC(=O)Nc1ccccc1-c1ccccc1,2,-0.4,-1,0.0
Cc1cccnc1C(NC(=O)C1CCN(C(=O)c2ccccc2)CC1)c1cccs1 (configuration not stated),0,-0.4,14,0.2
CN(C)C(=S)Nc1nc2ccccc2s1,-3,0.2,4,0.5
O=[N+]([O-])c1cccc(-c2noc(Cc3ccc(Cl)cc3)n2)c1,9,3.0,-5,-0.1
COc1cccc(-c2cc(C(=O)NCc3ccco3)on2)c1,-27,0.1,8,0.0
Cc1ccc(CC(=O)N(Cc2ccccn2)c2nc3c(F)cccc3s2)c(C)c1,-8,-0.5,-3,0.2
COc1ccc(C(=O)N/N=C/c2cccc(OC)c2O)cc1,8,-0.5,28,-0.2
CCC1(CC)NC(=O)N(CC(=O)NC(=O)NCc2ccccc2)C1=O,14,-0.1,19,0.2
O=C(N[C@H]1C[C@H]2C(=O)N[C@@H](CO)C(=O)N2C1)c1cnn(-c2ccccc2)c1C(F)(F)F,-8,-0.4,1,0.0
CC1CC(C)CN(c2c(-c3ccc4c(c3)OCC(=O)N4)c(=O)c2=O)C1 (configuration not stated),-12,-1.4,13,0.4
Cc1ccc(/C(O)=C2\C(=O)C(=O)N(CCOCCO)C2c2cccs2)cc1 (configuration not stated),9,-0.9,12,0.5
COc1ccc(-c2cc(C(F)(F)F)n3ncc(C(=O)Nc4cc(Cl)ccc4Cl)c3n2)cc1OC,-2,1.0,-4,0.1
C=CCN1C(=O)S/C(=C/c2cc(C)n(CCOC)c2C)C1=O,13,-2.0,11,-0.1
Cc1ccc(NC(=O)C(C)N2C(=O)c3ccccc3C2=O)cc1Cl (configuration not stated),-4,1.2,7,0.1
Cc1cc(N(C)C)nc(NCCNC(=O)/C=C/c2ccccc2)n1,19,5.7*,13,-0.2
O=C(NCCCl)c1c(O)c2ccccc2[nH]c1=O,-2,-0.3,-7,-0.1

# The results go on.
SMILES,TEAD-YAP inh,GPR151 ag,MITF primary,FBW7 activator
O=C(ON1C(=O)c2ccccc2C1=O)c1ccc([N+](=O)[O-])cc1,4,-0.1,-1,0.1
CC1CCc2c(sc(NC(=O)/C=C/c3ccc([N+](=O)[O-])cc3)c2C(N)=O)C1 (configuration not stated),-3,-0.4,11,-0.2
COc1ccc(Nc2nc(-c3ccc(NC(C)=O)cc3)cs2)cc1,-16,0.1,0,0.2
Cc1ccc(NC(=O)NCC2CCCN2S(=O)(=O)c2ccc(C)cc2)cc1 (configuration not stated),-35,5.8*,0,0.1
O=C(CN1C(=O)CSC1=O)c1ccc(Br)cc1,1,-1.0,-12,0.2
NC(=O)c1c(NC(=O)C2=COCCO2)sc2c1CCCC2,-60,0.2,-3,0.1
COc1ccc(/C=N/n2ncc3ccccc32)cc1,24,-3.1,-2,0.1
O=C(Nc1ccc(Cl)cc1C(F)(F)F)c1cc(S(=O)(=O)NC2CCCC2)ccc1F,-1,1.0,4,0.1
COc1cccc(OC)c1C(=O)Nc1c(C)n(C)n(-c2ccccc2)c1=O,2,2.1,-5,0.0
O=C1c2ccccc2C(=O)N1N1C(=O)c2ccc(Oc3cccc([N+](=O)[O-])c3)cc2C1=O,1,-0.5,23,0.2
CC(C)(C)c1ccc(C(=O)Nc2ccc(NC(=O)c3ccc4ccccc4c3)cc2)cc1,-3,-1.2,24,1.2
CCSCCOC(=O)C1=C(C)NC2=C(C(=O)CCC2)C1c1ccccc1Cl (configuration not stated),8,-2.4,8,0.3
O=C(CN1CCN(c2ccccc2F)CC1)c1ccc2c(c1)OCO2,3,-0.6,1,0.4
CN(C(=O)c1nn2c(c1Br)NC(c1cccs1)CC2C(F)(F)F)C1CCCCC1 (configuration not stated),13,-0.2,40,0.0
Nc1cc(-c2ccc(Br)cc2)no1,-32,-1.1,17,0.3
CCCC1=C(C(=O)OCC)C(c2ccccc2OC)NC(=O)N1 (configuration not stated),2,1.3,1,-0.3
O=C(C(Cc1ccccc1)N1Cc2ccccc2C1=O)N1CCc2ccccc21 (configuration not stated),6,1.9,3,0.0
CCOc1ccc(NC(=O)CSc2nnc(-c3ccc(C)cc3)c(-c3ccc(C)cc3)n2)cc1,-1,1.6,23,0.1
CCN1CCN(C(=S)c2ccc(SC)cc2)CC1,-11,-0.3,9,-0.3
Cc1ccc(OCC(=O)N(Cc2nc(-c3ccccc3)no2)C(C)C)cc1C,2,0.6,-4,0.2
CN(N=O)C(=O)N[C@@H]1[C@@H](O)[C@H](O)[C@@H](CO)O[C@@H]1O,-2,3.1&0.8,7&28,0.0&0.1
COCC(C)n1c(SC(C)C(=O)NC(N)=O)nc2ccccc2c1=O (configuration not stated),8,-0.3,8,-0.1
CCOC(=O)c1ccc(NC(=O)CCSc2ccccc2)cc1,-14,-2.7,6,-0.1
Cc1cccc(OCC(O)CN2CC(C)CC(C)C2)c1 (configuration not stated),-2,-1.5,-12,-0.2
Oc1ccccc1-c1nc2c3c(-c4ccccc4)c(-c4ccccc4)n(Cc4ccco4)c3ncn2n1,5,1.1,4,0.1

# Another view of part of the listing above.
structure	TEAD-YAP inh	GPR151 ag	MITF primary	FBW7 activator
O=C1c2ccccc2C(=O)N1N1C(=O)c2ccc(Oc3cccc([N+](=O)[O-])c3)cc2C1=O	1	-0.5	23	0.2
CC(C)(C)c1ccc(C(=O)Nc2ccc(NC(=O)c3ccc4ccccc4c3)cc2)cc1	-3	-1.2	24	1.2
CCSCCOC(=O)C1=C(C)NC2=C(C(=O)CCC2)C1c1ccccc1Cl (configuration not stated)	8	-2.4	8	0.3
O=C(CN1CCN(c2ccccc2F)CC1)c1ccc2c(c1)OCO2	3	-0.6	1	0.4

# New compounds follow:
SMILES,TEAD-YAP inh,GPR151 ag,MITF primary,FBW7 activator
Cc1ccc2nc(-c3ccc(C)c(C)c3)cc(C(=O)OCC(=O)c3ccc([N+](=O)[O-])cc3)c2c1,4,5.6*,7,0.0
CCOC(=O)c1[nH]c(C)c(C(=O)N(CC)C2CCCCC2)c1C,3,-0.4,36,-0.2
COc1cccc(NC(=O)COC(=O)COc2ccc3c(C)cc(=O)oc3c2)c1,-4,-0.8,-1,0.1
CCN1CCN(c2cc(C)c3cc(NC(=O)c4ccc(OC)cc4OC)ccc3n2)CC1,-24,-0.7,7,0.7
CCCCN1C(=O)C(NC(C)=O)c2ccccc21 (configuration not stated),4,-1.1,14,0.7
CC(=O)N1CCC[C@H]1Cn1nc(-c2cccs2)ccc1=O,3,0.0,-10,0.1
Cc1ccc(S(=O)(=O)c2nc(NC3CCS(=O)(=O)C3)sc2Cl)cc1 (configuration not stated),3,-0.4,14,0.2
O=[N+]([O-])c1ccc(NCCNS(=O)(=O)c2ccc3ccccc3c2)c(C(F)(F)F)c1,1,-0.8,-10,0.2
CCOP(=O)(O)c1ccccc1OCCOc1ccccc1P(=O)(O)OCC,1,0.6,9,0.1
COC(=O)C(=O)N1CCN(CCN2C(=O)c3cccc4cccc(c34)C2=O)CC1,1,0.5,3,0.0
CC(C)(C)NC(=O)C(c1ccccc1)N(C(=O)c1csnn1)c1ccccc1F (configuration not stated),0,-0.3,6,0.1
COC(=O)CCCNC(=O)CC1C(=O)NCCN1Cc1ccc(F)cc1 (configuration not stated),0,-1.2,12,0.1
CC(OC(=O)c1nsc(Cl)c1Cl)C(=O)NC1CCCC1 (configuration not stated),-3,0.7,-9,0.2
COc1ccc([N+](=O)[O-])cc1N(CC(=O)NCCSC1CCCCC1)S(C)(=O)=O,-1,1.1,7,-0.1
CCC/C(O)=C1\C(=O)CC(C)(C)CC1=Nc1ccc([N+](=O)[O-])cc1,6,-1.8,-8,0.5
CN1C(=O)N(C)C2(c3ccccc3)N(N)C(N)=NC12c1ccccc1 (configuration not stated),0,-0.3,7,0.6
CCCOc1ccccc1-c1nc2c([nH]1)c(=O)[nH]c(=O)n2C,18,-0.7,3,0.0
O=c1[nH]c2ccc(Cl)cc2c(-c2ccccc2)c1-[n+]1ccccc1,-8,-2.0,-3,0.0
Cc1ccccc1-n1c(COc2ccc(Cl)cc2Cl)n[nH]c1=S,17,-1.4,9,0.1
CCn1c(COc2cccc(OC)c2)nc2ccccc21,-44,-2.0,6,0.2
COc1ccc(-n2c(O)c(C=Nc3ccccc3C)c(=O)[nH]c2=O)cc1,-8&-4,-0.9&1.4,22&7,0.8&0.1
COC(=O)c1ccc(C(=O)OC)c(S(=O)(=O)Nc2cc(Cl)ccc2F)c1,-5,1.4,-2,0.1
COc1ncnc(OC)c1S(=O)(=O)NCc1ccccc1,9,1.9,21,0.1
CC(=O)Nc1ccc(C2NC(=O)NC3=Nc4ccccc4SC(c4ccccc4)=C32)cc1 (configuration not stated),0,-0.9,9,0.1
COCCOC(=O)c1c(C)oc2ccc(OC(=O)c3sc4ccccc4c3Cl)cc12,2,-1.3,23,0.6

# Fetched one by one from above (six):
SMILES,TEAD-YAP inh,GPR151 ag,MITF primary,FBW7 activator
COCCOC(=O)c1c(C)oc2ccc(OC(=O)c3sc4ccccc4c3Cl)cc12,2,-1.3,23,0.6
CCOC(=O)c1[nH]c(C)c(C(=O)N(CC)C2CCCCC2)c1C,3,-0.4,36,-0.2
O=c1[nH]c2ccc(Cl)cc2c(-c2ccccc2)c1-[n+]1ccccc1,-8,-2.0,-3,0.0
CC(C)(C)NC(=O)C(c1ccccc1)N(C(=O)c1csnn1)c1ccccc1F (configuration not stated),0,-0.3,6,0.1
Cc1ccc(S(=O)(=O)c2nc(NC3CCS(=O)(=O)C3)sc2Cl)cc1 (configuration not stated),3,-0.4,14,0.2
CN1C(=O)N(C)C2(c3ccccc3)N(N)C(N)=NC12c1ccccc1 (configuration not stated),0,-0.3,7,0.6

# Screening data deposited in PubChem by The Scripps Research Institute Molecular Screening Center.
